# CDK5 inh: inhibitors of human CDK5/p35 kinase, primary screen, biochemical, single concentration. 330,000 tested, 0.01% active. AID 488839, 2010. Recombinant CDK5/p35, ADP-Glo luminescence, 60 min. inhibition, % at 10 µM;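 active means highest replicate inhibition of at least 50% and at least 75% of replicates reaching 50%; inconclusive means only one of the two criteria met; inactive means both criteria failed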;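 further: plate controls were DMSO neutral control for no effect and GW8510 at 10 µM for full effect; many of its hits are not listed in these tables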
# PfHsp90 yeast 2: growth inhibition of PfHsp90-expressing yeast, primary screen, antimalarial PfHsp90 inhibitor project, S. cerevisiae, BacTiter-Glo luminescence, single point, set 2 | 310,000 tested, 0.32% active | inhibition, % at 9.4 µM | AID 504621, 2011 | BacTiter-Glo ATP, 48 h; yeast lacking PDR1 and PDR3 efflux regulators;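 active means every replicate shows inhibition above about 80%, whatever the replicate mean, limit read from the data; inconclusive means mean inhibition reaches the set limit but some replicate falls short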;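 further: 0% = DMSO neutral controls and 100% = 20 µM radicicol positive controls; yeast relying on Plasmodium falciparum Hsp90 in place of its own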
# Rtt109 HAT inh: inhibitors of C. albicans Rtt109/Vps75 HAT, primary screen, biochemical, ThioGlo CoA-SH fluorescence, plate reader; AID 540336, 2011; purified Rtt109/Vps75, 4 h; 330,000 tested, 0.16% active; inhibition, % at 34.9 µM; Histone acetyltransferase RTT109 (Candida albicans (strain SC5314 / ATCC MYA-2876)), …;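 active means inhibition of at least 50% in every replicate; inconclusive means best replicate reaches 50% inhibition but some replicates fall short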
# Target sequence (Q5AAJ8 whole entry, looked up): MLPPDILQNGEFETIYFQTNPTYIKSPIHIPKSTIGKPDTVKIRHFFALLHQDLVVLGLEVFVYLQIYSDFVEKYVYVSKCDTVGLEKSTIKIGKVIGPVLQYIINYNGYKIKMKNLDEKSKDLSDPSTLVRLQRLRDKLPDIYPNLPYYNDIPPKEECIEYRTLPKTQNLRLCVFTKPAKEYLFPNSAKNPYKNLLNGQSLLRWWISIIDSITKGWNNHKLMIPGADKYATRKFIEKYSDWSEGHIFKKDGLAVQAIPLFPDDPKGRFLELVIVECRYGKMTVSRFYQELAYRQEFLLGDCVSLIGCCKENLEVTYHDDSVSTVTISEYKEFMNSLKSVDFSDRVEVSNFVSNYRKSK
# Mot1-301 SUMO: yeast Mot1-301 growth rescue at high temperature, primary screen, SUMOylation pathway inhibitor project, S. cerevisiae, ATP luminescence, 38.5C. 320,000 tested, 1% active. growth rescue, % at 18.8 µM. AID 2716, 2010. S. cerevisiae Mot1-301 growth rescue; percent above DMSO median, 100 means doubled;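 active means every valid replicate shows activation above 250% relative to neutral control wells; inactive means the rest, any valid replicate at or below 250%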;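 further: OY570 slx delta 5 strain wells were the positive control but not used for scaling; some compounds called inactive have numbers as strong as hits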
# LANA DNA inh: inhibitors of KSHV C-LANA binding to DNA, primary screen, biochemical, fluorescence polarization, FAM-LBS DNA, MBP-C-LANA, single point | 340,000 tested, 0.078% active | Kaposi's sarcoma herpesvirus LANA C-terminal domain (residues 932-1162) DNA binding | inhibition, % at 9 µM | AID 504423, 2011;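 active means highest replicate inhibition at or above 60% at 9 µM, even if other replicates fall short; inactive means all replicates below 60% inhibition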;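 further: 0% = neutral control wells and 100% = 4 µM acridine orange control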
# PvdQ acylase: P. aeruginosa PvdQ acylase inhibitors, primary screen, biochemical, fluorescence, plate reader and imaging, single point. 340,000 tested, 0.063% active. PvdQ acylase [Pseudomonas aeruginosa LESB58]. inhibition, % at 10 µM. purified PvdQ acylase; in the data active means inhibition above about 30%, passing the limit was not always enough; inconclusive means no clear call, values can overlap the other calls;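 further: 0% = vehicle neutral wells and 100% = reference inhibitor wells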
# cardiac RTF act: cardiac RTF calcium sensitivity activators, primary screen, biochemical, IANBD-TnC fluorescence, EC20 calcium. 340,000 tested, 0.24% active. IANBD-labeled TnC RTF fluorescence at EC20 calcium; 0% EC20 calcium, 100% full calcium. activation, % at 7.2 µM. AID 493008, 2010;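 active means activation above the mean over all tested compounds plus 3 SD, cut at about 30% in these data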;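 further: rise in fluorescence read as greater calcium sensitivity of cardiac thin filaments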
# Cardiac RTF inh: cardiac RTF calcium sensitivity inhibitors, primary screen, biochemical, IANBD-TnC fluorescence, EC70 calcium | Troponin I, cardiac muscle (Homo sapiens) + Troponin T, cardiac muscle (Homo sapiens) + … | IANBD-labeled cardiac RTF, Ca2+ fluorescence | inhibition, % at 7.15 µM | 340,000 tested, 0.12% active;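 active means inhibition above the mean inhibition of all tested compounds plus 3 SD, cut at about 17% in these data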;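 further: assay run at fixed EC70 calcium of 1.6 mM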
# Keap1 Nrf2 FP: Keap1-Nrf2 protein-protein interaction inhibitors, primary screen, biochemical, fluorescence polarization, single point. inhibition, % at 9.4 µM. AID 504523, 2011. 340,000 tested, 0.15% active. Keap1 Kelch-Nrf2 peptide fluorescence polarization, 1536-well; in the data active means inhibition above about 12%; inconclusive means no clear call, values can overlap the other calls; inactive means below about 7.3%;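 further: human Keap1 Kelch domain with fluorescein labeled Nrf2 9mer peptide probe; 0% = neutral control wells and 100% = peptide positive control; higher means more block of Keap1 binding to Nrf2 peptide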
# Target sequence (Q14145 whole entry, looked up, the tested form may be a part): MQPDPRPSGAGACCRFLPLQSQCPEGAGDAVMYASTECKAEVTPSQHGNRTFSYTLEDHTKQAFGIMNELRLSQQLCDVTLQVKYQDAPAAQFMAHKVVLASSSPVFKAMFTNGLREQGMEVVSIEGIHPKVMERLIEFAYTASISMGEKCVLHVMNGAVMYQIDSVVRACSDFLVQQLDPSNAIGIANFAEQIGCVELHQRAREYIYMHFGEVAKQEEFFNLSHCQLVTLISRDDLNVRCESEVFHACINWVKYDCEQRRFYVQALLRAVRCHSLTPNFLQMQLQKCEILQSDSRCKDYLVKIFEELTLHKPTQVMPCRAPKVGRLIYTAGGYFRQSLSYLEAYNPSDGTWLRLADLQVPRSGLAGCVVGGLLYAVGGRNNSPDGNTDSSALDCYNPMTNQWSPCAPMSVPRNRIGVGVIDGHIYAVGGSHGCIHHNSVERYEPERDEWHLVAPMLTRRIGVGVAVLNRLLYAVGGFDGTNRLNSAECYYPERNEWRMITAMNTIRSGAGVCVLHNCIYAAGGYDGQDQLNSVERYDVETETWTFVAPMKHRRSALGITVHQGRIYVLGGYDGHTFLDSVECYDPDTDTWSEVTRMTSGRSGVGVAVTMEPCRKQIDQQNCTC
# dFosB activator: activators of delta FosB homodimer, primary screen, biochemical, fluorescence polarization, TAMRA-CDK5 oligo, single point; Protein FosB (Mus musculus), P13346; purified delta FosB; percent of positive-control signal above neutral wells; activation, % at 25 µM; 340,000 tested, 0.99% active; AID 493131, 2011;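 active means mean activation above about 17%, with every replicate also reaching it, limit read from the data, passing the limit was not always enough; inconclusive means only one of the two conditions met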;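 further: fluorescence polarization rise as delta FosB binds a TAMRA Cdk5 AP-1 oligo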
# NSD2 inh: NSD2 histone methyltransferase inhibitors, primary screen, biochemical, AlphaScreen, single concentration, set 2; AID 743445, 2014; NSD2 peptide methylation, 120 min; 310,000 tested, 0.54% active; inhibition, % at 12.5 µM; Histone-lysine N-methyltransferase NSD2 (Homo sapiens), O96028; in the data active means inhibition above about 50%
# * marks the source's active call; other numbers are inactive results; ? = inconclusive; · = no result given. Rows were taken by chance, and some 3.2% of all compounds hit somewhere here.
# Values run as follows: CDK5 inh	PfHsp90 yeast 2	Rtt109 HAT inh	Mot1-301 SUMO	LANA DNA inh	PvdQ acylase	cardiac RTF act	Cardiac RTF inh	Keap1 Nrf2 FP	dFosB activator	NSD2 inh
- ClC(Cl)(c1nnnn1-c1ccccc1)c1nnnn1-c1ccccc1
 : 2.8	·	?	219.4	0.6	-11.9	0.5	2.6	-64.7	0.1	·
- COC(=O)c1cc(NC(=O)CCc2c(C)nc3ncnn3c2C)cc(C(=O)OC)c1
 : 0.7	·	3.2	10.5	-1.0	9.2	3.8	-4.9	1.0	-6.0	-2.5
- Cc1ccc(CNC(=O)C2CCCN(c3nc4ccsc4c(=O)s3)C2)cc1 (stereo not given)
 : -2.3	-1.2	-2.1	-6.1	-3.8	-12.7	5.3	-0.1	1.8	?	-3.8
- CC(C)CCNC(=O)C1CC(=O)N(CCc2ccccc2)C1 (stereo not given)
 : -0.7	31.3	-0.4	-1.7	-1.0	-10.9	5.7	-8.0	-3.0	-2.5	0.8
- CN1CCC(N(C)S(=O)(=O)c2ccc(NC(=O)COc3ccc(Br)cc3Cl)cc2)CC1
 : 0.4	0.9	28.2	3.4	-0.7	2.5	-4.3	-6.6	-5.4	-76.8	1.3
- Cc1nc(N)sc1C(=O)N/N=C/c1c[nH]c2ccccc12
 : -0.2	16.5	-8.8	69.6	-1.2	-5.8	2.9	-2.2	0.1	-7.3	·
- O=C(CSc1cccc[n+]1[O-])Nc1cc(Cl)ccc1[N+](=O)[O-]
 : 0.1	1.3	0.5	-5.9	0.5	-8.3	0.1	-1.1	-5.0	5.8	-1.1
- COC(=O)c1ccccc1NC(=O)NN1CCN(C)CC1
 : 1.0	-2.1	1.0	-10.2	1.2	-10.3	-2.7	4.5	-2.0	-0.9	-0.2
- CCOC(=O)c1ccccc1NC(=O)c1cc(S(=O)(=O)N2CCOCC2)ccc1F
 : 1.2	-12.1	6.8	-8.0	0.8	2.3	-2.3	4.7	3.2	-8.3	-0.4
- Cc1cc(NC(=O)CCC(=O)N(c2ccc(F)cc2)C(C(=O)NC2CCCC2)c2ccccc2)no1 (stereo not given)
 : -0.6	-1.5	-0.3	3.7	0.8	-2.6	-2.1	-6.1	-0.5	-4.1	-1.5
- CCOc1ccccc1C(=O)NCC(=O)NCCc1ccc(S(N)(=O)=O)cc1
 : 2.8	46.6	6.4	6.4	-0.1	-10.9	-0.6	-11.3	-5.2	1.0	37.9
- CN1CCN(C2=NCCO2)CC1
 : -0.1	2.6	5.7	4.2	-1.8	-20.7	1.2	-14.0	-2.7	-2.0	-1.8
- CC(NC(=O)CCc1nnc(-c2ccc(-c3ccccc3)cc2)o1)c1nccs1 (stereo not given)
 : 1.4	-36.0	-2.9	5.3	0.6	-9.6	-3.0	1.6	-4.2	-0.7	-2.2
- Cc1cccc(OCC(=O)Nc2ccc3c(c2)nc(CN2CCCCC2)n3C)c1
 : 2.2	-25.1	3.7	·	-1.4	-9.1	-1.3	-24.0	-3.0	-14.2	0.0
- O=C(Nc1ccccc1Cl)C1CCCN(S(=O)(=O)c2ccc(F)cc2)C1 (stereo not given)
 : 4.9	8.7	-0.2	9.7	-0.6	8.2	-3.9	-4.8	-4.7	-1.9	-1.3
- CCN(CC)CCNC(=S)Nc1ccc2nc(N3CCOCC3)cc(C)c2c1
 : -1.1	-2.1	5.4	-9.1	1.5	-28.0	-8.9	-1.7	-3.0	-12.4	35.5
- Cc1cc2cc(CN3C(=O)c4ccccc4C3=O)ccc2[nH]1
 : 0.0	-13.2	-2.0	6.8	-0.7	-0.6	-1.6	-0.7	0.3	-2.4	3.9
- O=S(=O)(c1ccc(Br)s1)N1CCC2(CC1)OCCO2
 : -0.4	-5.3	-5.4	-11.5	-0.8	-10.6	2.7	-4.1	0.0	2.4	-0.4
- CC(=O)N1c2cc3ccccc3cc2N(C(C)=O)c2cc3ccccc3cc21
 : 0.4	0.2	-4.1	·	0.5	3.7	-3.9	-0.8	-0.7	1.9	-1.6
- CCOC(=O)C1=C(CS(=O)(=O)c2ccc(C)cc2)NC(=O)NC1c1ccc(O)c(OC)c1 (stereo not given)
 : 2.1	5.2	-1.6	-16.4	2.7	-4.1	7.9	-1.6	-4.2	-8.0	·
- O=C(Nc1nc2ccccc2s1)c1ccc([N+](=O)[O-])o1
 : 0.9	4.4	3.2	9.5	0.2	-14.7	-3.6	-0.7	-5.4	5.8	10.6
- CC(=O)c1c(C)n(-c2ccccc2)c2ccc(OCC(O)CN3CCOCC3)cc12 (stereo not given)
 : -0.2	10.8	-3.4	-11.6	-0.3	-4.8	5.2	-5.8	-4.7	-4.5	37.8
- CCOC(=O)C1CCN(C(=O)COc2ccc(S(=O)(=O)N3CCOCC3)cc2C)CC1
 : -0.6	15.2	-1.9	717.9*	2.2	-3.6	-3.0	0.3	-1.7	2.5	-1.2
- N#C/C(=C\c1c(F)cccc1Cl)S(=O)(=O)c1ccccn1
 : 1.7	0.0	3.2	11.2	-0.8	4.1	2.6	-2.5	-3.4	-7.7	4.0
- Cc1cc(C)nc(NN=C(c2ccccc2)c2ccccc2)n1
 : -0.5	10.5	·	-2.1	-1.8	5.8	-5.8	2.0	-3.2	-6.1	-1.5
- COc1ccc(C)cc1NC(=O)CCCN1C(=O)C(c2ccccc2)Oc2cccnc21 (stereo not given)
 : ·	-14.4	2.6	273.8	-0.6	-0.2	-4.4	-2.7	-1.1	-10.0	-8.0
- O=C(Nc1ccc(C(=O)N2CCCCC2)cc1)C1CCCC1
 : -1.6	-8.6	-0.5	·	-2.7	3.9	-3.7	-1.4	-5.5	-6.0	·
- COc1ccc(S(=O)(=O)N2CCOCC2)cc1NC(=O)c1ccccc1C
 : 0.0	11.9	10.4	-16.2	-2.1	5.4	-5.2	0.0	2.9	-6.1	-3.4
- COc1c(Br)cc(Br)cc1/C=C1/C(=O)N=C(N)N1C
 : -1.6	-5.7	-5.4	11.4	0.3	-1.7	2.9	9.2	1.5	1.2	4.9
- COc1ccccc1/C=C/C(=O)NNC(=O)c1cc(C)oc1C
 : 0.8	·	14.7	-3.7	-3.8	8.6	-0.6	7.3	0.4	-6.0	1.6
- CCn1c(COc2ccc(Cl)cc2)nnc1SCC(=O)Nc1ccc2c(c1)OCCO2
 : 0.9	-11.1	8.2	-22.0	-1.0	-19.3	-3.0	-19.7	-3.2	2.4	-0.2
- COc1ccnc(Oc2ccc(F)cc2)c1C(=O)N/C=N/OCc1cccc(F)c1
 : 0.1	29.2	-0.7	11.8	0.4	-2.5	1.0	-5.7	-4.5	-5.9	-1.5
- Cc1cccc(NC(=S)NC(=O)CCc2ccccc2)c1
 : -1.5	-24.4	4.7	-1.4	1.6	-15.2	5.5	-20.6	-7.5	-11.9	-1.4
- COc1cccc(CNC(=O)CCCn2nc(C)c3c(C)n(-c4ccccc4)nc3c2=O)c1
 : 3.5	-2.2	-11.4	531.1*	0.3	-15.3	-2.2	-1.2	-5.6	-11.3	-0.1
- N=c1c2c(-c3ccccc3)c(-c3ccccc3)n(Cc3ccco3)c2ncn1CCN1CCOCC1
 : -0.7	·	·	395.9	1.3	-8.4	2.6	-7.6	-5.0	-7.7	12.6
- CCCS(=O)(=O)Nc1c(C(=O)OC)[nH]c2ccccc12
 : -0.5	·	-6.9	-3.2	-1.5	-7.8	-4.4	-3.3	3.1	-2.9	-0.1
- CCCCN(C)CCNC(=O)CN1C(=O)CSc2ccc(S(=O)(=O)N3CCCCC3)cc21
 : ·	32.6	0.6	8.5	-0.6	-10.9	1.2	4.7	-0.3	-4.6	17.8
- CCC(C)Nc1cc(C)c(C#N)c2nc3ccccc3n12 (stereo not given)
 : -0.9	14.5	16.5	-10.5	3.4	-17.8	-3.3	3.0	2.9	-0.8	-3.4
- O=C(Nc1cccc(C(=O)N2CCOCC2)c1)c1ncn[nH]1
 : -0.5	-0.7	-9.4	2.9	-0.5	-5.2	0.0	-0.3	1.8	-5.2	-3.4
- COc1ccccc1Nc1nc(-c2sc(NC(=O)C(C)(C)C)nc2C)cs1
 : 0.6	-9.7	-9.4	-4.8	2.6	0.6	3.7	1.7	-0.7	-4.1	·
- CC1CCN(CCCNC(=O)c2n[nH]c(=O)c3ccccc23)CC1
 : -0.3	6.7	-5.9	·	1.2	-2.4	6.5	4.1	0.6	-2.0	3.8
- CCNC(=O)Cc1ccc(Br)cc1
 : -0.5	-4.0	-6.1	10.5	-3.5	-18.4	-0.8	-10.4	2.5	2.5	-1.7
- CCCOc1ccc(N2C(=O)CC(N(CCOC34CC5CC(CC(C5)C3)C4)C(C)=O)C2=O)cc1 (stereo not given)
 : -0.1	-17.9	10.9	91.8	-0.6	-6.0	-2.7	-0.3	-0.3	-2.7	9.0
- O=C1NC(=S)S/C1=C1\Sc2ccccc2N1CCCS(=O)(=O)O
 : -1.5	9.6	0.3	-0.5	0.3	-6.4	1.7	-7.1	-0.9	-4.7	3.2
- O=C(Nc1ccccc1)NC1(C(=O)NCc2ccco2)CCCCC1
 : 1.5	-1.8	-4.4	0.3	-0.6	-5.3	-3.2	-2.3	2.3	7.0	-0.9
- CCn1nnnc1SCC(=O)N1CCOCC1
 : -1.4	-12.4	-6.1	5.6	-0.2	-5.5	4.5	1.9	-0.1	-3.0	2.4
- O=C(CCc1ccccc1)Nc1nc2ccc(S(=O)(=O)N3CCOCC3)cc2s1
 : 0.9	-20.2	-4.7	421.9	-0.8	0.4	-6.0	6.1	-0.6	10.0	1.6
- COc1ccc(CCC(=O)NNC(=O)c2cccs2)cc1
 : 1.7	-2.2	1.3	165.1	2.1	-6.8	-0.4	-8.8	0.3	-2.3	-0.1
- O=C(O)COc1ccc(-c2nnn(Cc3ccccc3F)n2)cc1
 : 0.6	-5.4	-0.2	-9.8	-0.2	-5.5	-3.3	2.8	0.5	-0.5	20.8

# Compound activity (PubChem BioAssay)
